# GAA inhib: blocks human lysosomal alpha-glucosidase; P10253; purified human GAA, 4-MU-alpha-glucoside fluorescence; Potency, µM (doses to about 76.9 µM), inactives show at the highest dose activity change, negative = inhibition, actives largely listed as inhibitors; actives 0.005% (n = 200,000); AID 1466;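 further: plate controls were uninhibited enzyme wells for no effect and no-enzyme background for full effect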
#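 Fluorescence at Ex 365/Em 440 nm from 4-methylumbelliferone reported enzyme activity after 20 min at room temperature. Reactions used 4 nM enzyme and 400 uM substrate at pH 5.0; curves fitted with the Hill equation.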
# GAA glycogen: GAA glycogen-cleavage inhibition or activation. Potency, µM (titrated, usually from 76.4 µM), for the others: at the top dose activity change, negative = inhibition, usual class: inhibitors. actives 0.38% (n = 300,000). recombinant GAA, glycogen substrate, Amplex Red glucose oxidase fluorescence;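 further: 0% = full enzyme reaction and -100% = no-enzyme basal signal; the screen sought inhibitors and activators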
#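 qHTS, 1536-well; enzyme 4 nM final; cpd up to 77 uM; substrate bovine liver glycogen 30 ug; 50 mM citrate/phosphate pH 5.0, 0.01% Tween-20; 37 C, 40 min; Amplex Red detection 45 min RT; Hill fit → AC50.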
# GoLoco inh red: RGS12 GoLoco-Gai1 interaction inhibition; P63096; Gai1:RGS12 GoLoco peptide FP, rhodamine, 10 min; Potency, µM (highest dose often 61.6 µM), for inactives: at the highest dose activity, negative = inhibition, actives largely listed as inhibitors; actives 0.44% (n = 230,000); active means well fitted inhibition curve with a large enough effect, not every such curve was filed as active; inactive means no such curve, though single readings can be large or run the other way; further: nearly all actives have a fitted effect of over 30% in size; many of its hits are not listed in these tables
# Target sequence (P63096 whole entry, looked up): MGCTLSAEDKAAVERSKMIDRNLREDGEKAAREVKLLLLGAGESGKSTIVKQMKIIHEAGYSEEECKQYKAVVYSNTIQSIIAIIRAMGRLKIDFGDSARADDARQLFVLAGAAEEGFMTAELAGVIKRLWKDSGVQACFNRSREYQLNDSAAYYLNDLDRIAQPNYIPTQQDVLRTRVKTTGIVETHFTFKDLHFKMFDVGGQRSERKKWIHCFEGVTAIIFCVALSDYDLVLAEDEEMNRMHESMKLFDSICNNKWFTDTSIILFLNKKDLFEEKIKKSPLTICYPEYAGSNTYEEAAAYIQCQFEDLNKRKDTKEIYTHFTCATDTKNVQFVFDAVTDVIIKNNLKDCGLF
# GAA spleen mod: lysosomal alpha-glucosidase (human) modulation. P10253. human spleen homogenate, 4-MU-alpha-glucoside fluorescence. Potency, µM (top dose mostly 79.9 µM), for the others: at the top dose activity change, negative = inhibition, most hits filed as inhibitors. actives 0.006% (n = 240,000). AID 2112;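 further: 0% = enzyme with vehicle and -100% = no enzyme basal signal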
#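 Human spleen homogenate (1 ug) incubated with compounds and 1 mM 4-methylumbelliferyl-alpha-D-glucopyranoside in pH 5.0 citrate/phosphate buffer, 37 C, 40 min. Stopped at pH 10; 4-MU fluorescence (Ex 365/Em 440 nm); AC50 by Hill fit.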
# RECQ1 inh: inhibitors of human RECQ1 DNA helicase | Potency, µM (top dose mostly 57.3 µM), without a hit: at the top dose activity, negative = inhibition, usual class: inhibitors | AID 2549 | actives 0.54% (n = 240,000) | P46063 | RECQ1 DNA unwinding, red fluorescence kinetic read;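 further: plate controls were vehicle for no effect and no enzyme for full effect; nearly all actives have a fitted effect of over 30% in size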
# Target sequence (P46063 whole entry, looked up): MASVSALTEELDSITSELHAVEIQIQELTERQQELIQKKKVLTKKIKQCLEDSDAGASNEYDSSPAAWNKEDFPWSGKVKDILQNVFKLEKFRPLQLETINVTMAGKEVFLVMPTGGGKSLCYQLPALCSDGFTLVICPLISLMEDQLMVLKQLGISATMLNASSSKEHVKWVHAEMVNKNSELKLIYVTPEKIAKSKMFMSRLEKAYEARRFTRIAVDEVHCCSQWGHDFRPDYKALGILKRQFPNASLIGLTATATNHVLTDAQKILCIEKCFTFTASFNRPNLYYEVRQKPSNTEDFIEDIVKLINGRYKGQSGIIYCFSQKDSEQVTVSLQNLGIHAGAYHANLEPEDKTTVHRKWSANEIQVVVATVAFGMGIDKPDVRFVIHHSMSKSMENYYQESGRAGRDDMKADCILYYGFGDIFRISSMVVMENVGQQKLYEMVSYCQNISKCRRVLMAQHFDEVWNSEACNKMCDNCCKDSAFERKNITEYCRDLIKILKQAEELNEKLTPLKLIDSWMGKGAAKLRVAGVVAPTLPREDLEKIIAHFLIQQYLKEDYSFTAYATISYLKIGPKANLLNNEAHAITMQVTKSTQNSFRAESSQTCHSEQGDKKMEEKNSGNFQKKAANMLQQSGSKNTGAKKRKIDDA
#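 50 nM RECQ1T1 preincubated 15 min with compound in Tris pH 8.0 buffer with MgCl2, DTT, Tween-20 and 2.5 ug/ml poly(dI-dC); started with 200 nM TAMRA/BHQ-2 forked duplex and 2 mM ATP. Unwinding read as fluorescence (525/598 nm), two reads 2 h apart.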
# TRb-SRC2 inh: disrupts binding of human TR beta to SRC2; actives 0.065% (n = 280,000); Potency, µM (highest dose often 106 µM), for inactives: at the top dose activity change, negative = inhibition, actives largely listed as inhibitors; TRbeta-SRC2 peptide binding, fluorescence polarization; receptor liganded with 1 µM T3; P10828;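 further: plate controls were bound peptide for no effect and peptide without receptor for full effect; nearly all actives have a fitted effect of over 50% in size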
#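 A fluorescence polarization screen tested compounds at multiple concentrations against complex formation between 0.6 uM TRb ligand-binding domain and 20 nM Texas Red SRC2 peptide, with 1 uM T3 present; readout after 5 hr.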
# L3MBTL1 block: inhibitors of human L3MBTL1; Q9Y468; AlphaScreen L3MBTL1–H3K9me1 peptide binding; Potency, µM (series often up to 57.1 µM), without a hit: at the highest dose activity, negative = inhibition, hits mostly inhibitors; actives 0.66% (n = 230,000); AID 485360; further: nearly all actives have a fitted effect of over 60% in size
#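 L3MBTL1 50 nM + b-AHA-H3(1-15)K9me1 75 nM, 30 min RT; compound added, 30 min RT; streptavidin donor/Ni-chelate acceptor beads 10 ug/mL each final, 30 min RT dark; AlphaScreen read.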
# TR SRC2 fluor cs: alters Texas Red total fluorescence, flagging assay interference | TRb/SRC2 Texas Red total fluorescence interference | Potency, µM (titrated, usually from 106 µM), inactives show at the top dose fluorescence change, negative = quenching | actives 0.29% (n = 280,000); active means well fitted curve in either direction with a large enough effect; inconclusive means small, poorly fitted or top-dose-only effect
#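 Flags fluorescent or light-absorbing compounds by total fluorescence, S + 2P, at 555 nm excitation and 632 nm emission. Mixture: 20 nM Texas Red SRC2 peptide, 0.6 uM human TRb LBD, 1 uM T3, 5% DMSO; compound exposure 5 h at ambient temperature.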
# Starred values were filed as active, the others as inactive; i = inactive; ? = inconclusive; / = no result given; [ ] = another dose, or the depositor's remark. Unless noted, the call rests on the fitted dose curve; in most records, active means well fitted curve in the direction sought with a large enough effect; inconclusive means small, poorly fitted or top-dose-only effect, or another doubt; inactive means no such curve, though single readings can be large; an effect the other way counts as inactive or inconclusive. Unless noted, on the % scale 0 is the no-effect control and ±100 the full control effect; potency means the concentration at half of the fitted maximal effect. An excerpt (hit frequency here may not be typical).
SMILES	GAA inhib	GAA glycogen	GoLoco inh red	GAA spleen mod	RECQ1 inh	TRb-SRC2 inh	L3MBTL1 block	TR SRC2 fluor cs
CC(C)OCC(O)CN (centres undefined)	4%	-3%	-7%	4%	i	-8%	-2%	-4%
O=C(O)C1(P(=O)(c2ccccc2)c2ccccc2)CCCC1	/	-7%	8%	5%	6%	1%	10%	-1%
Cc1nc2c3cc(F)ccc3n(CCN3CCCCC3)c2s1	-12%	-2%	-2%	5%	i	2%	/	0%
COC(OC)[C@@H](C)[C@H](OC)[C@@H](C)[C@H](OC)c1ccccc1	/	/	/	5%[17.4 µM]	-10%[11.5 µM]	-6%[11.2 µM]	/	?
COc1ccc(-c2cc(C(=O)OCC(=O)NC(C)C)c3ccccc3n2)cc1	-2%	2%	3%	1%	-15%	-4%	17%	0%
CCOC(=O)/C(C#N)=C/NC(=O)NC(C)(C)C	-4%	0%	-9%	-2%	7%	3%	/	0%
CCNS(=O)(=O)c1ccc(NC(=O)Cn2nc(C(F)(F)F)cc2C)cc1	-2%	4%	-4%	3%	-4%	-9%	10%	-2%
CC1CCCCN1CC(=O)c1c(N)n(Cc2ccccc2)c(=O)n(C)c1=O (centres undefined)	12%	-1%	28%	-9%	-1%	0%	4%	-3%
COc1ccc(/C=N/Nc2snc(SC)c2C#N)cc1OC	-8%	-24%	-4%	-18%	-15%	-1%	-23%	-11%
O=C(Cn1nnc2c(cnn2-c2ccccc2)c1=O)N1CCN(c2ccccc2F)CC1	-7%	-11%	-7%	-1%	i	0%	-3%	-2%
COc1ccc(N2C(=O)CSC23C(=O)Nc2ccccc23)cc1 (centres undefined)	1%	0%	15%	2%	3%	11%	?	3%
CCCCNC(=O)CC1N=C2c3ccccc3N=C(SCC(=O)Nc3ccc(OC)cc3)N2C1=O (centres undefined)	-2%	-5%	-7%	1%	i	1%	0%	1%
Cc1ccccc1CSc1n[nH]c(NS(=O)(=O)c2ccccc2)n1	-23%	-4%	7%	-4%	-3%	-8%	-2%	-6%
O=C(NCc1ccccc1)c1ccc2c(=O)[nH]c3c(C(=O)NCC4CCCO4)sc(=S)n3c2c1 (centres undefined)	2%	-10%	6%	5%	14%	2%	5%	-17%
CN1CCN(S(=O)(=O)c2ccc(NC(=O)c3cccs3)cc2)CC1	-2%	11%	2%	-13%	16%	1%	/	-1%
COC(=O)c1ccc(NC(=O)CSc2nnc(-c3ccncc3)n2C)cc1	-2%	-13%	7%	-4%	-2%	-6%	2%	1%
COc1ccc(NC(=O)CN(Cc2ccccc2)Cc2ccccc2)cc1S(N)(=O)=O	2%	8%	-4%	-1%	0%	-6%	1%	2%
Cc1ccc(C)n1-c1ccc(N2CCOCC2)c(Br)c1	-5%	-24%	3%	2%	i	-2%	/	-4%
Cc1cc(C)c(S(=O)(=O)N2CCCCC2C(=O)O)c(C)c1 (centres undefined)	?	16%	-3%	-10%	i	5%	-2%	-3%
CCOC(=O)C1=C(c2ccccc2)NC(=O)N(C(C)=O)C1c1cccc([N+](=O)[O-])c1 (centres undefined)	-10%	-14%	8%	0%	-3%	0%	-28%	-10%
O=c1c2cc(N3CCOCC3)ccc2[nH]c(=S)n1Cc1cccc(Cl)c1	-7%	-1%	3%	-4%	-2%	4%	2%	-3%
COCCn1c(SCc2c(F)cccc2Cl)nc2c1c(=O)[nH]c(=O)n2C	-4%	-1%	6%	-1%	-9%	6%	9%	0%
CSc1sc(C(=O)NNC(=O)c2ccc(Cl)cc2)c2c1C=CCC2	-2%	-4%	-8%	4%	9%	-6%	1%	3%
COc1ccc(C(=O)/C=C/Nc2cc(C)on2)c(OC)c1	-6%	-2%	4%	-23%	-3%	7%	-3%	-9%
CCCSCCCNC(=O)CC1Oc2ccccc2NC1=O (centres undefined)	-1%	-6%	7%	-1%	-6%	-1%	/	0%
COc1ccccc1/C=N\N=C(\N)c1ccccn1	-16%	3%	6%	1%	-4%	-10%	-4%	1%
O=C(NC(=S)Nc1ccccc1[N+](=O)[O-])c1ccccc1	/	3%	4%	2%	-5%	8%	?	-1%
CC(C)CC1NC2(C(=O)N(C)c3ccccc32)C2C(=O)N(C(C)C)C(=O)C12 (centres undefined)	0%	0%	-1%	-5%	-4%	-14%	-14%	-2%
CC(=O)NCCOc1nc(N(C)C)nc(N2CCOCC2)n1	-4%	6%	-6%	2%	0%	-3%	-2%	-3%
Cc1cc(=O)[nH]c(-c2ccccc2)n1	?	5%	6%	-7%	-6%	-1%	/	0%

# Full records, looked up by structure. Order of screens: GAA inhib	GAA glycogen	GoLoco inh red	GAA spleen mod	RECQ1 inh	TRb-SRC2 inh	L3MBTL1 block	TR SRC2 fluor cs
# CCOC(=O)/C(C#N)=C/NC(=O)NC(C)(C)C in the list: -4%	0%	-9%	-2%	7%	3%	/	0%
# Cc1ccc(C)n1-c1ccc(N2CCOCC2)c(Br)c1 in the list: -5%	-24%	3%	2%	i	-2%	/	-4%
# O=C(NC(=S)Nc1ccccc1[N+](=O)[O-])c1ccccc1 in the list: /	3%	4%	2%	-5%	8%	?	-1%

# Other entries follow:
SMILES	GAA inhib	GAA glycogen	GoLoco inh red	GAA spleen mod	RECQ1 inh	TRb-SRC2 inh	L3MBTL1 block	TR SRC2 fluor cs
CS(=O)(=O)Cc1cc(N2CCCC2)nc(-c2ccccc2)n1	1%	-3%	7%	-15%	0%	1%	13%	-1%
C/C(=N\NC(=O)CC(C)C)c1ccc(Cl)c(Cl)c1	-4%	6%	11%	-7%	i	-7%	7%	0%
Cn1nc(C(F)(F)F)c(/C=N/OC(=O)c2ccccc2)c1SCc1ccccc1Cl	0%	-1%	/	-3%	-3%	-2%	18%	-1%
O=C(Nc1ccc2c(c1)OCO2)C(c1ccc(Cl)cc1)N1CCC2(CC1)OCCO2 (centres undefined)	-3%	-2%	3%	2%	-10%	-5%	-21%	-2%
C/C(CC(=O)NCc1ccc(Cl)cc1)=N\NC(=O)Cc1ccccc1	-2%	6%	14%	-5%	-11%	-1%	4%	-2%
CC(CC(=O)Nc1nc2ccccc2[nH]1)n1ccnc1 (centres undefined)	0%	7%	9%	4%	-3%	4%	-15%	2%
CCCCc1cc2c(cn1)C(=O)C(C)(OC(C)=O)C(=O)C2 (centres undefined)	/	/	11%[14.2 µM]	5%[17.4 µM]	-4%[11.5 µM]	3%[11.2 µM]	/	0%[11.2 µM]
O=C(CCN1c2ccccc2Sc2ccccc21)OCC(=O)N1CCN(C(=O)c2ccco2)CC1	-5%	16%	7%	0%	-7%	-15%	-6%	-5%
Cc1ccc(C2C=C(c3ccc4c(c3)OCO4)Nc3ncnn32)cc1 (centres undefined)	1%	-7%	-8%	-4%	-4%	4%	13%	-6%
O=C(COc1ccc(Br)cc1F)NC1CCN(Cc2ccccc2)CC1	-2%	4%	5%	3%	i	-7%	/	-2%
O=C1NC2(CCCCC2)Cc2ccccc21	-5%	-2%	-1%	3%	-8%	3%	2%	3%
Cc1ccc(N2C(=O)[C@@H]3C(c4ccc(F)cc4)=NO[C@@H]3C2=O)cc1	0%	-4%	-8%	6%	-3%	-3%	4%	-1%
COc1ccc(-c2cc(C(=O)Nc3ccc(O)cc3)c3ccccc3n2)cc1OC	/	-2%	0%	-1%	-14%	9%	/	-1%
CCCN1Cc2cccc(C(=O)NCCCOC(C)C)c2C1=O	1%	0%	4%	-5%	1%	6%	/	1%
COC(=O)c1ccccc1NC(=O)CCS(=O)(=O)c1ccc(Br)s1	-12%	-21%	3%	-16%	5%	-5%	/	-6%
Cn1c(SCC(=O)N(Cc2ccccc2)C(C)(C)C)nc2ccccc21	-4%	-4%	7%	1%	i	-1%	/	-6%
CC1=CC(C)(C)NC(=O)N1c1ccc(C)cc1	0%	1%	0%	7%	1%	-4%	/	-1%
O=C(Nc1ccc(C(=O)O)cc1)/C(=C/c1cccc(Br)c1)NC(=O)c1ccco1	-3%	-10%	11%	8%	-1%	12%	1%	0%
COc1ccc(N2CCN(C(=O)CSc3ccccc3N)CC2)cc1	0%	-11%	-5%	-9%	3%	-5%	-5%	-2%
CCn1c2c(c(C)cc1=O)C(=O)CC(C)(C)C2	0%	0%	-9%	10%	0%	4%	2%	-2%
COc1cc(CNn2cnnc2)ccc1OCC(=O)NC1CCCCC1	?	-8%	-4%	-4%	-7%	5%	/	0%
CC(C)(C)OC(=O)NCCCCCc1nnc(SCc2ccccc2F)o1	-15%	-5%	-5%	1%	i	4%	19%	-2%
CCc1cc2c(=O)[nH]c(Cc3ccc(OC)cc3)nc2s1	-1%	-3%	3%	-5%	-5%	5%	-1%	0%
COc1ccccc1OCC(=O)N/N=C/C=C/c1ccc([N+](=O)[O-])o1	-6%	-1%	11%	-8%	-17%	-2%	-15%	-1%
O=C1CC(c2ccc3c(c2)OCO3)CN1 (centres undefined)	1%	2%	2%	-4%	-9%	3%	3%	1%
COC(=O)c1ccc2c(=O)n(CCN3CCOCC3)c(=S)[nH]c2c1	?	2%	2%	-2%	-1%	-6%	6%[11.4 µM]	-6%
COc1ccc(-c2ccc(SCC(=O)N3CCCC3)nn2)cc1OC	0%	6%	2%	-1%	-3%	-12%	-4%	-1%
O=C(CCC(=O)N(CC(=O)NC1CCCC1)Cc1ccc2c(c1)OCO2)Nc1nccs1	6%	-3%	2%	8%	-2%	1%	6%	-1%
CN(c1ccccc1)S(=O)(=O)c1cccc(C(=O)OCC(=O)NCCCN2CCCC2=O)c1	-6%	7%	-6%	-5%	-3%	-3%	27%	0%
CN1CCN(C(=O)C2=C[C@H](c3csc4ccccc34)C[C@H](OCc3ccc(CO)cc3)O2)CC1	/	13%	3%	-2%	-8%	0%	-5%	-1%
